Source: PubChem (Broad Institute)
DENV2 CPE rescue: inhibitors of DENV2 cytopathic effect; CPE inhibition, % at 9.99 µM; 350,000 tested, 1.7% active; DENV2-infected cells, cytopathic effect rescue, plate reader; AID 651640; in the data active = CPE inhibition above about 20%, passing the limit was not always enough; inconclusive = no clear call, values can overlap the other calls; tested in BHK-21 cells;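 note: 0% = median of neutral control wells and 100% = median of positive control wells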
CFTR F508del cor: CFTR F508del correction in bronchial cells | 350,000 tested, 0.36% active | CFBE cells, YFP halide quenching; stimulated with forskolin plus potentiator P3; % fluorescence drop versus neutral controls | activity (quench increase), % at 7.58 µM;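 active = mean added fluorescence quench of at least 8% versus neutral control, with both replicates also reaching 8%; inconclusive = only one of the mean or replicate conditions met; inactive = mean below 8% and not both replicates reaching 8%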;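 note: cells transiently co-express mutant CFTR-F508del with the halide-sensitive YFP; corrector assay measuring rescue of mutant channel to the surface after 24 h compound exposure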
GSIS activator: primary screen for activators of insulin secretion dependent on glucose, INS-1E cells, GLuc reporter luminescence; INS-1E GLuc reporter insulin secretion, 2-3 h; activation, % at 16.6 µM; 370,000 tested, 0.61% active; AID 743287;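 active = lowest replicate activation of at least 40%, so every replicate reaches that level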;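 note: 0% = median of neutral control wells and 100% = median of IBMX positive control wells; some compounds called inactive have numbers as strong as hits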
RAD54 branch: RAD54 (human) branch migration inhibition. inhibition, % at 10.4 µM. RAD54 Holliday junction branch migration, FAM/BHQ fluorescence. 360,000 tested, 0.14% active. Q92698;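 active = mean normalized replicate activity at least 40 and at least half of replicates scoring 40 or more; inconclusive = only one of the two criteria met; inactive = mean below 40 and under half of replicates reaching 40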;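 note: 0% = median of neutral control wells and 100% = median of positive control wells; inhibitors cause a drop in the FAM fluorescence signal; in these data hits start at about 50%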
RAD52 inh: RAD52 (human) annealing inhibition. P43351. recombinant RAD52 DNA annealing, FRET fluorescence. inhibition, % at 18.7 µM. 360,000 tested, 0.46% active. AID 651710;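 active = every replicate showing at least 50% inhibition; inconclusive = mean inhibition at least 50% but not in every replicate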
Xi reactivation: reactivates the inactive X chromosome in mouse fibroblasts | XiGFP mouse fibroblasts, % GFP-positive cells imaging, 3 d; cells co-treated with 5-aza-dC sensitizer; scaled so ellipticine positive control = 100% | activation, % at 7.58 µM | AID 743238 | 360,000 tested, 0.055% active;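 active = mean normalized replicate activation at least 10% and every replicate at or above 10%; inconclusive = only one of the two criteria met; inactive = mean below 10% and not all replicates reach 10%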;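 note: 0% = median of on-plate neutral control wells and 100% = ellipticine 6 µM median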
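Assay system: SV40-immortalized XiGFP fibroblast cells, line 68-5-11; buffer or medium: DMEM plus 5-aza-dC sensitizer; compound: one concentration, pinned; timing: compounds 3 days, fix/stain 15 min at room temperature; benchmarks: positive control ellipticine, 6 µM final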
E-sel inducer: E-selectin induction on HUVECs | HUVEC E-selectin immunofluorescence imaging; normalized: neutral wells 0, TNF-alpha wells 100 | activation, % at 7.58 µM | 260,000 tested, 0.37% active | AID 686992;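 active = mean E-selectin-positive cell signal at least 10% of the positive control, reached in at least 60% of replicates, without over 20% cell loss; inconclusive = no rule given, readout overlaps actives, possibly toxicity-flagged; inactive = the rest, including those meeting only one limit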;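 note: in these data hits start at about 27%; measured in HUVEC primary endothelial cells; signal is the percent of cells scored E-selectin positive by PE staining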
Target sequence (P16581 whole entry, looked up): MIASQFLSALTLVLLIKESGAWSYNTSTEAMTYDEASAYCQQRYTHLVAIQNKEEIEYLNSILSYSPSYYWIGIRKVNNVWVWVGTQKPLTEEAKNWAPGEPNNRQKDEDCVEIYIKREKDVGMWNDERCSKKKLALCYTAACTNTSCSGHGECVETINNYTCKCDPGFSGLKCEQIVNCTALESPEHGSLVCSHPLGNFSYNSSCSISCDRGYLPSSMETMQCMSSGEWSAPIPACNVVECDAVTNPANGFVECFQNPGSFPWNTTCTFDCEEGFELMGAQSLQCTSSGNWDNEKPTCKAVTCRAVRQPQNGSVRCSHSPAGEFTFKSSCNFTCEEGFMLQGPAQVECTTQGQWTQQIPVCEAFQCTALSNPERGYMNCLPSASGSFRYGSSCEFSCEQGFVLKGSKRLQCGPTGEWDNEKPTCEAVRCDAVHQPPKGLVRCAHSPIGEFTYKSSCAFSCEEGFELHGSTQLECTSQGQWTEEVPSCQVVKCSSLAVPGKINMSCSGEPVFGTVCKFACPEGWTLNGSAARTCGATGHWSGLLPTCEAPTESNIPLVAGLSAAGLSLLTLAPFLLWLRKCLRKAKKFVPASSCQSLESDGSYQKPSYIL
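System: HUVEC / Compound: single concentration / Signal: immunofluorescence imaging / Read-out: percent E-selectin-positive cells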
CASP6 VEID inh: caspase-6 (human) enzyme inhibition; P55212; purified caspase-6, Z-VEID-R110 cleavage fluorescence; inhibition, % at 12.5 µM; 350,000 tested, 0.53% active; AID 686996;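 active = mean inhibition across replicates at least about 35%, with every replicate also reaching that limit, limit read from the data; inconclusive = only one of the two criteria met; inactive = neither criterion met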;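 note: 0% = median of neutral control wells and 100% = no fluorescence left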
Target sequence (P55212 24-179 limits assumed): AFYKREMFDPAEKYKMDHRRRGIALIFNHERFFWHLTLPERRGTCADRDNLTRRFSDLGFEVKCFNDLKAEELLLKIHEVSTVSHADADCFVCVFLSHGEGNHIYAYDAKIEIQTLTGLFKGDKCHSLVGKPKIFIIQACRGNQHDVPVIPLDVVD
Target sequence (P55212 194-293 limits assumed): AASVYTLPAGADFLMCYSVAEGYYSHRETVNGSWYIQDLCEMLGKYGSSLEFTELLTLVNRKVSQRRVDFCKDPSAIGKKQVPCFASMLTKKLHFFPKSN
* hit, by the source's call; ? = inconclusive; / = no result given.

molecule	DENV2 CPE rescue	CFTR F508del cor	GSIS activator	RAD54 branch	RAD52 inh	Xi reactivation	E-sel inducer	CASP6 VEID inh
Cc1ccc(Sc2ncccc2C(=O)N(C)Cc2cccs2)c(C)c1	-9	-2.6	22	5	-52	0.0	/	1
Cc1ccc(S(=O)(=O)N(C)C[C@H]2OCCCC[C@@H](C)Oc3ccc(NC(=O)Nc4c(C)noc4C)cc3C(=O)N([C@H](C)CO)C[C@@H]2C)cc1	-12	-1.2	8	-1	-1	?	/	-2
CCOc1ccc(-n2ccn(CC(=O)NCCc3ccccc3)c(=O)c2=O)cc1	15	-3.6	3	/	-9	0.2	-0.3	0
C[C@@H]1CN([C@@H](C)CO)C(=O)c2cccc(NS(=O)(=O)c3cn(C)cn3)c2O[C@@H]1CN(C)S(C)(=O)=O	-3	0.0	14	2	4	0.0	-7.9	2
CN(Cc1ccccc1)CC1CCCN(CCc2ccccc2F)C1 (configuration not stated)	39*	2.1	-3	-4	-14	0.1	/	-9
O=C(COc1ccccc1)NNC(=O)COc1ccc([N+](=O)[O-])cc1	-4	-1.5	6	/	-9	0.2	/	3
O=C(Nc1ccc(F)cc1)N1CCCCN2[C@H](C1)[C@@H](c1ccc(-c3cccc(F)c3)cc1)[C@@H]2CO	-24	-0.9	-23	-2	-3	0.0	-0.7	0
CCN1CCN(S(=O)(=O)c2ccc(Cl)c(C(=O)N(CC)Cc3ccccc3)c2)CC1	-2	-0.1	-3	5	-3	0.0	0.1	-5
COc1ccc(-c2cc3c(=O)n(CC(=O)NCc4ccc(Cl)cc4)ncn3n2)cc1	4	0.3	/	-12	7	0.1	-0.2	-1
COC[C@@H]1CCCN1c1ccc2c(c1)O[C@H](COCc1ccccc1)CN([C@@H](C)c1ccccc1)S2(=O)=O	?	-3.3	-2	/	-4	-0.3	0.4	-7
Cc1ccc(C(=O)N2CCC(C(=O)NC3CCCCCC3)CC2)cc1	8	0.1	12	3	-17	0.1	/	-1
O=C(CNC(=O)C1CCCCC1)Nc1cc(Cl)ccc1Cl	-2	/	-6	-3	2	-0.3	/	3
O=C(COC(=O)c1ccc2c(c1)S(=O)(=O)N=C1CCCCCN12)NCc1cccs1	-3	-0.6	-11	3	-6	0.0	0.0	-1
Cc1ccccc1Nc1nc(N)nc(CN2CCN(Cc3ccc4c(c3)OCO4)CC2)n1	4	-3.2	36	/	-4	-0.2	1.2	4
Cc1csc(CNc2ncnc3ccc(-c4ccc5c(c4)OCO5)cc23)c1	1	1.7	2	5	-21	0.1	-0.1	3
COc1ccc(C(=O)N2C[C@@H]3[C@H](c4ccccc42)[C@H](CO)N3C(=O)c2ccc(F)cc2)cc1	6	6.3	-4	5	-18	0.2	-0.1	-4
NS(=O)(=O)c1ccc(N/C=C/C(=O)c2ccc(Br)cc2)cc1	-5	2.3	20	-7	-4	0.1	-1.3	-4
O=C(CC1CC1)N1CC2(C1)[C@@H](c1ccccc1)[C@@H](CO)N2C(=O)c1ccccn1	-11	0.9	5	/	-7	0.0	0.0	1
CC(C)NC(=O)N[C@H]1C=C[C@@H](CC(=O)NCCN2CCCC2)O[C@H]1CO	4	-2.9	5	4	-10	-0.3	-0.2	1
CCCOc1ccccc1Cn1c(=O)oc2ccccc21	9	0.1	1	-3	2	0.0	/	-1
Cc1ccc(S(=O)(=O)Nc2ccc3c(c2)C(=O)N([C@H](C)CO)C[C@@H](C)[C@@H](CN(C)S(C)(=O)=O)O3)cc1	-6	0.2	-3	0	-3	-0.3	0.0	1
O=c1c(-c2ccc(O)cc2)coc2c(C3O[C@H](CO)[C@@H](O)[C@H](O)[C@H]3O)c(O)ccc12 (some centres not stated)	0	0.2	-1	-4	-8	0.3	0.1	4
O=C(NCc1ccc(Cl)cc1)C1CCCN1C(=O)Nc1ccc(F)cc1 (configuration not stated)	-2	-2.5	/	2	5	0.1	-0.1	3
O=C(CN1CCOCC1)Nc1ccc(OC(F)(F)F)cc1	0	1.0	8	5	-10	0.1	0.1	-2
Cc1c(C)c2ccc(OCC(=O)N[C@@H](Cc3ccccc3)C(=O)O)cc2oc1=O	?	-3.1	-15	3	-8	/	/	10
COC1=CC(=O)CC(C)C12Oc1cc(OC)cc(OC)c1C2=O (configuration not stated)	-6	-3.5	5	-5	-8	/	/	5
C[C@H]1CCCCO[C@@H](CN(C)C(=O)NC2CCCCC2)[C@@H](C)CN([C@@H](C)CO)C(=O)c2cc(NS(=O)(=O)c3ccc(Cl)cc3)ccc2O1	1	4.8	-1	2	18	-0.1	/	-1
COc1ccc(CN(C)CC(O)COc2ccc(C(=O)c3ccccc3)cc2)c(OC)c1OC (configuration not stated)	5	3.2	-70	6	-3	0.1	/	-6
Fc1ccc(CNCc2ccc3c(c2)OCO3)cc1	10	1.0	3	3	-14	-0.1	/	-1
CC(=O)N(C)C[C@@H]1Oc2cc(C#CCC(C)C)ccc2S(=O)(=O)N([C@H](C)CO)C[C@@H]1C	-6	1.0	19	-1	18	-0.5	-0.1	-4
Cn1cc(C(=O)CCl)c2ccccc21	1	-2.1	4	9	-15	0.0	/	7
CNc1nc(Sc2ccccc2)cc(C(F)(F)F)n1	/	/	51*	-1	-3	/	/	-1
Cc1ccc2c(c1)[C@H]1[C@H](CO2)[C@H](c2ccccc2)[C@]2(C)C(=O)N(C)CC(=O)N12	13	-1.2	8	1	14	-0.3	-0.2	-1
CC(=O)Nc1cccc(/C(C)=N/NS(=O)(=O)c2ccc(C)cc2)c1	2	1.3	-1	/	-12	0.0	/	-5
Cc1ccc(F)cc1S(=O)(=O)Nc1cccc(C(=O)N2CCCC(C(N)=O)C2)c1 (configuration not stated)	-1	-0.2	17	-3	-14	0.1	-0.4	0
CCCN(CCC)c1cc(Cl)nc(N)n1	14	-0.3	27	/	15	0.0	/	0
COc1ccc(/C=N/N=C2/CC(C)(C)Cc3n[nH]c(=O)cc32)cc1	3	1.6	-18	-18	-358	0.2	/	14
COc1ccc(S(=O)(=O)Nc2nnc(CC(C)(C)C)s2)cc1	1	/	7	/	-3	0.0	-0.1	1
CN1C=CC=C/C1=C1/N=C(c2ccccc2)OC1=O	1	-0.6	25	/	-12	0.0	0.3	-2
COc1ccc(NC(=O)N(C)C[C@@H]2Oc3ccc(NS(=O)(=O)c4cccs4)cc3C(=O)N([C@@H](C)CO)C[C@@H]2C)cc1	-9	-1.3	3	-1	18	0.2	-3.5	0
C[C@H]1CN([C@@H](C)CO)S(=O)(=O)c2ccc(C#CC3CC3)cc2O[C@H]1CN(C)C(=O)C1CC1	-12	-0.7	-12	0	1	-0.1	0.0	2
CC(=O)c1sc(NC(=O)c2cc(-c3ccccc3)nn2-c2ccccc2)nc1C	0	-0.2	-5	3	-13	0.2	0.4	1
COc1ccc(-c2c(C#Cc3ccsc3)c3cc(-c4ccc5cc[nH]c5c4)ccc3n2C)cc1	?	1.0	-4	-2	-5	0.9	2.0	-1
CCN(Cc1ccncc1)C(=S)Nc1c(C)cccc1C	/	/	22	4	/	0.2	6.2	/
CCOc1ccc2nc(SCC(=O)NC(=O)C(C)C)sc2c1	-2	1.7	1	-1	-22	0.1	1.3	-3
O=C1Nc2ccccc2C(=O)N2CCCCC12 (configuration not stated)	3	-0.6	11	7	2	0.3	-2.5	1
CN(C)CCNCCCNc1c2ccccc2nc2cccc([N+](=O)[O-])c12	-9	-3.2	/	/	81*	0.0	0.0	-147
O=C(NCC[C@H]1CC[C@H](NC(=O)C2CCOCC2)[C@H](CO)O1)c1cc(Cl)cc(Cl)c1	-2	-2.0	8	-3	-11	0.4	-0.1	6
COc1ccc(/C=C/C=C2\NC(=S)NC2=O)cc1	-3	-2.6	2	6	-19	0.0	/	0
Cc1ccsc1/C=N/NC(=O)C1CC(=O)N(c2ccccc2)C1 (configuration not stated)	0	-0.9	-6	/	-4	0.0	/	3
O=C(Cc1ccccc1)Nn1c(-c2ccccc2)nc2ccccc2c1=O	-6	2.6	/	/	-10	0.1	1.5	-4
Cc1ccccc1NS(=O)(=O)c1ccc(C(=O)NN2CCCCC2)cc1	2	1.1	5	7	-2	0.0	-0.7	0
CCOC(=O)c1snc(C(=O)NC2CCCCC2)c1N	-13	0.5	-56	-3	-19	/	/	-49
COc1ccc(CCN(C)C(=O)Cn2c(=O)oc3ccccc32)cc1OC	-1	1.3	70*	-1	-4	0.1	/	2
CC1=C(C(=O)N2CCOCC2)CC(CC(=O)NCC2CCCCC2)C(=O)N1Cc1ccc(C(C)(C)C)cc1 (configuration not stated)	-11	3.5	/	4	-2	0.2	-0.1	5
CCOC(=O)/C(C#N)=C\c1cn(C)c2ccccc12	2	2.6	28	/	-19	0.2	/	4
COc1ccc(-c2ccc(NCCC3=CCCCC3)nn2)cc1OC	-2	1.7	/	3	-22	/	/	-5
COc1ccc(NC(=O)Nc2ccc3c(c2)[C@@H]2C[C@H](CC(=O)NC4CCCCC4)O[C@H](CO)[C@@H]2O3)cc1	4	0.3	0	-4	-5	0.0	0.6	5
CSc1ccccc1NC(=O)CN(C)C(=O)c1cccc(S(=O)(=O)N(C)C)c1	-3	-1.5	11	-3	-16	0.0	/	1
Cc1cccc(CC2SC(N)=NC2=O)c1 (configuration not stated)	-7	2.9	-18	/	3	0.0	/	1

Later entries
molecule	DENV2 CPE rescue	CFTR F508del cor	GSIS activator	RAD54 branch	RAD52 inh	Xi reactivation	E-sel inducer	CASP6 VEID inh
C=CCn1c(SCC(=O)Nc2nnc(CC)s2)nnc1-c1ccncc1	/	4.3	3	-8	-7	0.2	/	1
C[C@@H]1CN([C@H](C)CO)C(=O)c2ccccc2-c2ccccc2CO[C@H]1CN(C)C(=O)[C@H]1CCCN1C	-2	-1.5	14	-2	-26	0.1	0.0	3
Cc1ccc(NS(=O)(=O)c2ccc3[nH]c(=O)sc3c2)cc1	-1	-0.8	-5	1	-21	0.0	/	3
COc1ccc(CNS(=O)(=O)CCNC(=O)c2ccccc2)cc1	3	1.6	12	/	-9	0.5	/	-2
O=C(C[C@@H]1C/C=C/CC[C@H](Cc2ccc(F)cc2)C(=O)OC[C@@H](Cc2ccccc2)NC1=O)N[C@H](CO)Cc1ccccc1	16	3.1	-6	1	-15	0.0	-0.2	/
COC(=O)C1=C(C)N(CCCC(=O)O)C(=O)NC1c1ccc(Br)cc1 (configuration not stated)	8	-0.5	1	-2	-10	0.0	-0.1	-2
CNC[C@@H]1Oc2ccc(NC(=O)Nc3cccc4ccccc34)cc2CC(=O)N([C@H](C)CO)C[C@@H]1C	8	0.2	11	10	-1	-0.7	-4.2	-1
CN1CCN(c2ccc(CNC[C@H]3O[C@@H](n4cnc5c(=O)[nH]c(N)nc54)[C@H](O)[C@@H]3O)c(S(C)(=O)=O)c2)CC1	-4	-1.1	13	2	20	0.0	/	-16
